# Screens deposited in PubChem by several laboratories.
# dFosB activator – activators of mouse delta FosB homodimer | activation, % at 25 µM | P13346 | 340,000 compounds, 0.99% hits | purified delta FosB, TAMRA-CDK5 oligo fluorescence polarization; percent of positive-control signal above neutral wells;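 active = mean activation above about 17%, with every replicate also reaching it, limit read from the data, passing the limit was not always enough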;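 also: fluorescence polarization rise as delta FosB binds a TAMRA Cdk5 AP-1 oligo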
# Target sequence (P13346 whole entry, looked up): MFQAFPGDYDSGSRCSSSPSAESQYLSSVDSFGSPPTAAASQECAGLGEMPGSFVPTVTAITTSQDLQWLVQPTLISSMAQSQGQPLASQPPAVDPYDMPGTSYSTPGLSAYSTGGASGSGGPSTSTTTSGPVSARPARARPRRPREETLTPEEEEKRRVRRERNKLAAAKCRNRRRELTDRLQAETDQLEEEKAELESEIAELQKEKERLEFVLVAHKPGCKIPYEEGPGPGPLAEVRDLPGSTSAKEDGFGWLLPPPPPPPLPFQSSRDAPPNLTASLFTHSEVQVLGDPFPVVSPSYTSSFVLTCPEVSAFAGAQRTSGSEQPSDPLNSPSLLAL
# cardiac RTF act – cardiac RTF calcium sensitization; IANBD-labeled TnC RTF fluorescence at EC20 calcium; 0% EC20 calcium, 100% full calcium; activation, % at 7.2 µM; 340,000 compounds, 0.24% hits; P19429+P45379;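 active = activation above the mean over all tested compounds plus 3 SD, cut at about 30% in these data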;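 also: rise in fluorescence read as greater calcium sensitivity of cardiac thin filaments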
# HTR5A ag – HTR5A agonism, opioid heterodimer counter-screen. 340,000 compounds, 0.61% hits. P47898. activation, % at 9.3 µM. HTR5A agonist assay, luminescence, cell-based; in the data active = activation mostly above about 9.5%, no sharp cut-off; inactive = mostly below about 7.6%;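 also: 0% = cells with vehicle only and 100% = reference agonist; strong numbers were not always called active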
# Target sequence (P47898 whole entry, looked up): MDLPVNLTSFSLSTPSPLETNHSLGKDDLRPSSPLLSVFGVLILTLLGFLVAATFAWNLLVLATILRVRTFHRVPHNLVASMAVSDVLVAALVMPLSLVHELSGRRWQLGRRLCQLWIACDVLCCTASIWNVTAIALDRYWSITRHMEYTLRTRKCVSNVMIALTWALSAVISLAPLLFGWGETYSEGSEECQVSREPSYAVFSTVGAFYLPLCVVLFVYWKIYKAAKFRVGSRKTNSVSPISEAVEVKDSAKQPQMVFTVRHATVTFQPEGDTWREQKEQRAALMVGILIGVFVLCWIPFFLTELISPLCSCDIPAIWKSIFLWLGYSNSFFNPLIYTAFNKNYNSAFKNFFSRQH
# Wnt act – activators of Wnt/beta-catenin signaling; 300,000 compounds, 1.2% hits; activation, % at 9.35 µM; Wnt/beta-catenin reporter cell assay, activator, plate reader; in the data active = activation above about 30%, passing the limit was not always enough;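 also: 0% = neutral control wells and 100% = positive control wells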
# PvdQ inh – P. aeruginosa PvdQ acylase inhibition; purified PvdQ acylase, fluorescence plate reader; inhibition, % at 10 µM; 340,000 compounds, 0.063% hits; AID 488965; in the data active = inhibition above about 30%, passing the limit was not always enough;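 also: 0% = vehicle neutral wells and 100% = reference inhibitor wells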
# Rtt109 HAT inh – inhibitors of Candida albicans Rtt109/Vps75 histone acetyltransferase | purified Rtt109/Vps75, ThioGlo CoA-SH fluorescence, 4 h | inhibition, % at 34.9 µM | 330,000 compounds, 0.16% hits;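 active = inhibition of at least 50% in every replicate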
# Target sequence (Q5AAJ8 whole entry, looked up): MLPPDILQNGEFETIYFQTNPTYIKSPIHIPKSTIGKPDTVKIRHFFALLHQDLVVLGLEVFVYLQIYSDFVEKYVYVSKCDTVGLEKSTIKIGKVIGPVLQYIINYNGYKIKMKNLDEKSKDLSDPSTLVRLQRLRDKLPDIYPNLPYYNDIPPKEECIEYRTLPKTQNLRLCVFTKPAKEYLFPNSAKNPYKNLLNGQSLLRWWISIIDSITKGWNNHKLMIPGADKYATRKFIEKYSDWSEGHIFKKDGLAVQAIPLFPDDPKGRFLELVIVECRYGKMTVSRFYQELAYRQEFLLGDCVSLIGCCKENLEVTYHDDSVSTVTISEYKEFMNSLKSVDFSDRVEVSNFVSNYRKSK
# MITF TRPM1 HTS – increases MITF-driven TRPM1 promoter luciferase signal. SK-MEL-5 TRPM1-promoter luciferase, 24 h; % of positive control, neutral wells = 0. activation, % at 12.5 µM. 300,000 compounds, 0.75% hits;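 active = mean activation of at least 80% with every replicate also reaching 80%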;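 also: 0% = neutral control wells and 100% = parthenolide positive control wells; values of inactives mirror those of a sister screen read the other way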
# CDK5 p35 inh – blocks human CDK5/p35 kinase activity; Recombinant CDK5/p35, ADP-Glo luminescence, 60 min; AID 488839; Q00535+Q15078; 330,000 compounds, 0.01% hits; inhibition, % at 10 µM;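 active = highest replicate inhibition of at least 50% and at least 75% of replicates reaching 50%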;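 also: plate controls were DMSO neutral control for no effect and GW8510 at 10 µM for full effect; many of its hits are not listed in these tables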
# SR-BI DiI-HDL act – SR-BI HDL lipid transfer activation; CHO ldlA[mSR-BI] cells, DiI-HDL uptake fluorescence, 3 h; 100 = double the neutral-control signal; 320,000 compounds, 0.096% hits; activation, % at 12.5 µM;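 active = mean replicate activation of at least 60% and every replicate at or above 60%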;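 also: 0% = median plate neutral-control signal and 100% = twice that signal; values of inactives mirror those of a sister screen read the other way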
#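 Material: SR-BI-overexpressing, LDLR-lacking CHO cells; schedule: compound exposure 3 h, 37 °C; reagent: DiI-labelled HDL at 10 µg/mL final; technique: bottom-read fluorescence, 550/595 nm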
# SR-BI DiI inh – inhibitors of mouse SR-BI mediated HDL lipid uptake | Q61009 | AID 488896 | ldlA[mSR-BI] CHO cells, DiI-HDL uptake fluorescence, 3 h | 320,000 compounds, 0.96% hits | inhibition, % at 12.5 µM;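 active = mean replicate inhibition of at least 70% and a set share of replicates each scoring 70 or more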;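 also: 0% = median of neutral control wells and 100% = median of positive control wells; values of inactives mirror those of a sister screen read the other way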
# Numbers without * were called inactive; x = no result given.
no.	mol	PvdQ inh	SR-BI DiI inh	Rtt109 HAT inh	dFosB activator	HTR5A ag	CDK5 p35 inh	SR-BI DiI-HDL act	MITF TRPM1 HTS	cardiac RTF act	Wnt act
1	CC(=O)Nc1ccc(-c2cc(C(=O)O)c3ccc(C)cc3n2)cc1	-11.4	-13.6	-4.3	1.9	10.0	0.3	13.6	0.8	-2.0	6.7
2	CC(=O)Nc1ccc(NC(=O)c2ccc(C)c(S(=O)(=O)Nc3cccc(C)c3)c2)cc1	9.3	36.9	4.8	-4.6	-2.2	-0.6	-36.9	-10.1	4.5	-0.9
3	Cc1nnc(NC(=O)CSc2nc3c(c(=O)n(C)c(=O)n3C)n2C(C)C)s1	-18.9	-5.2	12.6	-3.7	2.6	-1.0	5.2	6.3	0.7	-0.9
4	Cc1ccc(CC(=O)N(C)CC(=O)N(CC(C)C)c2c(N)n(CC(C)C)c(=O)[nH]c2=O)cc1C	-9.8	-3.8	7.5	-0.9	-1.3	-0.3	3.8	3.0	-4.2	2.4
5	OCCCNc1c2ccccc2nc2ccccc12	9.4	-0.7	4.2	18.6*	-1.1	0.6	0.7	-80.6	0.0	0.0
6	CC[n+]1ccc(/C=C2\Sc3ccccc3N2CCCS(=O)(=O)[O-])c2ccccc21	-12.6	-20.2	1.9	-0.6	-3.6	-1.7	20.2	-5.8	0.9	-1.9
7	O=C(NC1CCCC1)C(c1ccncc1)N(C(=O)Cn1nnc(-c2ccccc2F)n1)c1cccc(F)c1 (stereo unspecified)	-2.1	x	-8.7	1.9	2.8	-0.4	x	4.9	-4.4	-2.3
8	CN(C(=O)C1CCN(S(=O)(=O)c2cccs2)CC1)C1CCCCC1	2.1	10.6	-3.0	2.8	-5.2	-0.2	-10.6	10.4	1.1	-3.6
9	COCC(=O)Nc1cc(C)cn(Cc2c(F)cccc2Cl)c1=O	-15.5	8.7	1.2	-15.0	-0.1	1.0	-8.7	x	2.7	0.0
10	S=c1[nH]nc(Cc2cccc3ccccc23)n1-c1ccccc1	11.7	-9.6	23.6	-11.7	-3.0	1.9	9.6	-2.5	-8.0	x
11	COc1ccc(C2=NN(C(=O)c3ccco3)C(c3ccco3)C2)cc1OC (stereo unspecified)	-7.4	25.1	3.9	5.8	4.9	1.6	-25.1	-36.0	-3.0	11.2
12	O=C(NNC(=O)c1ccc(Cl)c(S(=O)(=O)Nc2ccc(Cl)cc2)c1)c1ccc(=O)[nH]c1	-1.7	18.6	1.4	-3.9	4.2	-2.2	-18.6	-1.6	-2.6	0.3
13	CN1CCC(N(C)CC(=O)Nc2cccc(Oc3ccccc3)c2)CC1	-7.2	0.8	-7.3	-3.7	-1.6	0.8	-0.8	x	4.1	-8.5
14	NC(=O)N1N=C2/C(=C/c3ccccc3)CCCC2C1c1ccccc1 (stereo unspecified)	-4.6	-11.3	13.8	-16.5	0.6	0.7	11.3	-18.3	-3.1	-2.9
15	Cc1ccc(C2CC(c3cccc(C)c3)n3ncnc3N2)cc1 (stereo unspecified)	-11.3	-11.6	2.5	0.6	-0.7	-0.5	11.6	6.6	1.1	-2.9
16	Cc1ccc(NC(=O)COC(=O)CCC(=O)c2ccc(C(C)(C)C)cc2)c([N+](=O)[O-])c1	14.7	-6.4	3.0	-15.5	-2.2	0.5	6.4	3.9	-0.8	0.9

# Looked up above.
# entry 11 in Wnt act reads 11.2
# entry 10 in SR-BI DiI inh reads -9.6

# New compounds follow:
no.	mol	PvdQ inh	SR-BI DiI inh	Rtt109 HAT inh	dFosB activator	HTR5A ag	CDK5 p35 inh	SR-BI DiI-HDL act	MITF TRPM1 HTS	cardiac RTF act	Wnt act
17	CC(=O)CSc1nnc(NC(=O)CCc2ccccc2)s1	14.2	0.6	9.4	1.2	-4.1	-2.4	-0.6	10.7	-1.5	x
18	Cc1ccc(S(=O)(=O)n2c(C)nc3cc(C)ccc32)cc1	-2.1	-3.8	-1.3	3.5	0.4	-0.7	3.8	-7.9	1.3	-0.6
19	COc1ccc(OC)c(-c2csc(NC(=O)c3ccc(OCC4CCCO4)cc3)n2)c1 (stereo unspecified)	-7.4	49.4	-2.7	-10.6	-0.5	0.3	-49.4	1.8	7.2	x
20	COc1ccc(NCCC#N)cc1	-6.6	-42.4	3.5	-1.0	7.8	-0.2	42.4	0.2	6.7	x
21	Cc1ccc(NC(=O)COC(=O)CCOc2ccccc2C)cc1	-10.2	-27.3	-1.7	-6.1	6.0	0.5	27.3	3.7	1.1	-0.9
22	Cc1c(CC(=O)N2CCN(C(=O)C3COc4ccccc4O3)CC2)c(=O)oc2c(O)c(O)ccc12 (stereo unspecified)	-3.6	-4.6	-16.3	1.4	-1.2	1.1	4.6	0.2	-3.7	-2.2
23	O=C(Cc1ccccc1Cl)NCc1cccnc1	-7.1	x	-1.0	0.4	4.0	0.4	x	-9.1	-3.4	-0.8
24	COc1ccc(/C=N/NC(=O)CC2N=C(Cc3ccccc3)NNC2=O)cc1OC (stereo unspecified)	14.9	-8.2	x	1.2	-2.3	2.9	8.2	-9.1	-3.7	-10.4

# Some of the entries so far, in transposed form:
14. NC(=O)N1N=C2/C(=C/c3ccccc3)CCCC2C1c1ccccc1 (stereo unspecified)
15. Cc1ccc(C2CC(c3cccc(C)c3)n3ncnc3N2)cc1 (stereo unspecified)
16. Cc1ccc(NC(=O)COC(=O)CCC(=O)c2ccc(C(C)(C)C)cc2)c([N+](=O)[O-])c1
17. CC(=O)CSc1nnc(NC(=O)CCc2ccccc2)s1
18. Cc1ccc(S(=O)(=O)n2c(C)nc3cc(C)ccc32)cc1
19. COc1ccc(OC)c(-c2csc(NC(=O)c3ccc(OCC4CCCO4)cc3)n2)c1 (stereo unspecified)
20. COc1ccc(NCCC#N)cc1
21. Cc1ccc(NC(=O)COC(=O)CCOc2ccccc2C)cc1
22. Cc1c(CC(=O)N2CCN(C(=O)C3COc4ccccc4O3)CC2)c(=O)oc2c(O)c(O)ccc12 (stereo unspecified)

assay / entry	14	15	16	17	18	19	20	21	22
PvdQ inh	-4.6	-11.3	14.7	14.2	-2.1	-7.4	-6.6	-10.2	-3.6
SR-BI DiI inh	-11.3	-11.6	-6.4	0.6	-3.8	49.4	-42.4	-27.3	-4.6
Rtt109 HAT inh	13.8	2.5	3.0	9.4	-1.3	-2.7	3.5	-1.7	-16.3
dFosB activator	-16.5	0.6	-15.5	1.2	3.5	-10.6	-1.0	-6.1	1.4
HTR5A ag	0.6	-0.7	-2.2	-4.1	0.4	-0.5	7.8	6.0	-1.2
CDK5 p35 inh	0.7	-0.5	0.5	-2.4	-0.7	0.3	-0.2	0.5	1.1
SR-BI DiI-HDL act	11.3	11.6	6.4	-0.6	3.8	-49.4	42.4	27.3	4.6
MITF TRPM1 HTS	-18.3	6.6	3.9	10.7	-7.9	1.8	0.2	3.7	0.2
cardiac RTF act	-3.1	1.1	-0.8	-1.5	1.3	7.2	6.7	1.1	-3.7
Wnt act	-2.9	-2.9	0.9	x	-0.6	x	x	-0.9	-2.2

# Going on with the list.
no.	mol	PvdQ inh	SR-BI DiI inh	Rtt109 HAT inh	dFosB activator	HTR5A ag	CDK5 p35 inh	SR-BI DiI-HDL act	MITF TRPM1 HTS	cardiac RTF act	Wnt act
25	COc1ccc(NC(=S)c2ccc(N(C)C)cc2)cc1	-1.6	14.9	-11.6	-7.6	-3.0	-0.3	-14.9	75.0	-1.6	x
26	CCc1ccc(OCC(=O)NC(C)(C)C)cc1	7.7	-22.0	-24.2	-3.0	-0.6	2.6	22.0	11.3	5.8	x
27	COC(=O)CN(n1cnnc1)S(=O)(=O)c1ccccc1	-6.7	-1.0	-5.8	2.0	-0.8	-0.7	1.0	-1.3	1.4	x
28	NCCCCCC(=O)N/N=C/c1ccc2nccnc2c1	-16.6	5.1	-7.7	2.2	0.7	2.6	-5.1	-6.0	6.3	14.7
29	CC1(C)CC(=O)C2=C(C1)OC(N)=C(C#N)C2c1cc2c(cc1[N+](=O)[O-])OCO2 (stereo unspecified)	-6.1	-21.2	-0.7	-4.6	-2.4	2.0	21.2	-11.3	10.3	-0.1
30	COc1ccc2oc(C(=O)NCC(Cc3ccccc3)N(C)C)c(C)c2c1 (stereo unspecified)	-6.3	-2.2	0.3	-15.3	-3.8	-0.1	2.2	25.3	-3.0	-2.0
31	COc1cc2cc(CN(Cc3cccnc3)C(=O)NCc3ccccc3)c(=O)[nH]c2cc1OC	-1.3	-22.5	-64.3	5.1	4.0	1.7	22.5	13.2	17.7	-0.8
32	O=C(NCc1cn2ccccc2n1)c1ccccc1	12.8	-9.7	x	-3.3	1.5	-0.8	9.7	7.1	-4.5	x

# Brought forward from above: two compounds, followed by the next part.
no.	mol	PvdQ inh	SR-BI DiI inh	Rtt109 HAT inh	dFosB activator	HTR5A ag	CDK5 p35 inh	SR-BI DiI-HDL act	MITF TRPM1 HTS	cardiac RTF act	Wnt act
31	COc1cc2cc(CN(Cc3cccnc3)C(=O)NCc3ccccc3)c(=O)[nH]c2cc1OC	-1.3	-22.5	-64.3	5.1	4.0	1.7	22.5	13.2	17.7	-0.8
32	O=C(NCc1cn2ccccc2n1)c1ccccc1	12.8	-9.7	x	-3.3	1.5	-0.8	9.7	7.1	-4.5	x
33	O=C(Nc1ccc(Br)cc1Cl)NC1CC1	-18.0	-6.9	3.0	-4.3	-0.4	0.5	6.9	-9.9	1.7	2.2
34	COc1ccc(N(CC(=O)Nc2cc(Cl)ccc2OC)S(=O)(=O)c2c(C)noc2C)cc1	-18.5	43.4	-3.4	-2.7	-6.9	-3.5	-43.4	-24.0	0.7	-24.8
35	O=C(Cn1c2ccccc2c2nc3n(c(=O)c21)CCCS3)Nc1ccccc1	-6.1	-2.2	-1.7	-1.0	-0.1	x	2.2	-14.7	1.5	-1.3
36	Cc1noc(C)c1COc1ccccc1C(=O)N(C)CC(=O)Nc1ccc(F)c(F)c1F	-7.1	24.1	2.4	-10.7	3.2	-0.9	-24.1	8.9	-2.6	-6.4
37	CC(=O)N1CCN(c2ccc(S(=O)(=O)NCCN(C(C)C)C(C)C)cc2[N+](=O)[O-])CC1	-18.0	-3.7	7.5	-2.9	5.5	4.4	3.7	2.9	6.6	x
38	CCC(C)CCN1C(N(C)C)=NC[C@@H]1C (stereo partly specified)	5.6	-26.9	0.3	3.7	-1.8	0.6	26.9	2.4	-1.1	-1.4
39	O=S(=O)(c1cnc[nH]1)N1CCN(c2ccccc2)CC1	-9.4	-21.3	-6.4	9.2	-1.9	1.2	21.3	x	-0.6	-3.9
40	Cc1ccc(CS(=O)(=O)CCC(=O)NCC2CCCO2)cc1 (stereo unspecified)	-7.5	-2.3	7.3	0.9	2.7	-2.7	2.3	1.6	2.6	x
